Source: PubChem
HKDC1 inhibitor: inhibitors of human hexokinase HKDC1 | Q2TB90 | recombinant HKDC1, G6PDH/diaphorase resazurin coupled fluorescence | inhibition, % at 20 µM | 340,000 tested, 0.16% active | AID 493160;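 active = inhibition above about 35% when tested at 20 µM, limit read from the data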;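 also: plate controls were DMSO wells with enzyme for no effect and DMSO wells lacking enzyme for full effect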
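Test system: Recombinant HKDC1 (HK5) hexokinase enzyme, produced in-house | Input: HKDC1 at 5 µg/mL | Buffer or medium: Tris pH 8.0 buffer with MgCl2, Tween-20, BSA, BME | Schedule: 90 min reaction incubation at room temperature, dark | Technique: Resazurin-to-resorufin fluorescence via G6PDH and diaphorase coupling, 525/613 nm | Controls: DMSO wells with and without enzyme mix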
SENP8 block-1: SENP8 (human) protease inhibition. Q96LD8. recombinant SENP8, Nedd8 substrate fluorescence. inhibition, % at 20 µM. 360,000 tested, 0.64% active. AID 602440; in the data active = inhibition mostly above about 40%, no sharp cut-off; inactive = mostly below about 27%
Target sequence (Q96LD8 whole entry, looked up): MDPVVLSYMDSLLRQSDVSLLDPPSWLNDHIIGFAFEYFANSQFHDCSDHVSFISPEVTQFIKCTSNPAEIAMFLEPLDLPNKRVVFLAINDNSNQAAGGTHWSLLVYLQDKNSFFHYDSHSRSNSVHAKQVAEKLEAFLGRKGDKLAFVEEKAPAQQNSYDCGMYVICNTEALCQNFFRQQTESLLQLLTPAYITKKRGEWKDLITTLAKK
SENP6 block: inhibitors of human SENP6 protease; Recombinant SENP6 catalytic domain, aminoluciferin luminescence; 330,000 tested, 1.8% active; inhibition, % at 10 µM; Q9GZR1; AID 2599;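 active = inhibition above about 50% at the single tested dose, limit read from the data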;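 also: plate controls were DMSO wells with enzyme for no effect and DMSO wells lacking enzyme for full effect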
SENP1 FRET inh: blocks the human SENP1 SUMO protease catalytic domain; Q9P0U3; recombinant SENP1 catalytic domain, CyPet-SUMO1-YPet FRET cleavage; inhibition, % at 10 µM; 360,000 tested, 0.21% active;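 active = inhibition at least 30% at 10 µM, raw YFP signal under a set limit, fluorescence ratio 0.5 to 1.5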;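 also: 0% = enzyme with DMSO and 100% = no enzyme wells; some results filed as inactive read as strong as hits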
Target sequence (Q9P0U3 419-644 limits assumed): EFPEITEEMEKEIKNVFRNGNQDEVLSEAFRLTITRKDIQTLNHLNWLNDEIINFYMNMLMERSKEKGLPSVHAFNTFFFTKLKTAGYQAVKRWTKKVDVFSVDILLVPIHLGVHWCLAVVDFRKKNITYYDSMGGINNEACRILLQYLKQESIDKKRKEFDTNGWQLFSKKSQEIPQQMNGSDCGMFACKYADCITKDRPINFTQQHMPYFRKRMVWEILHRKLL
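System: Recombinant human SENP1 catalytic domain, His6-tagged | Incubation: Enzyme reaction for 50 min at room temperature, dark | Medium: Tris pH 8 with BME, BSA, NP40 and catalase | Also added: 25 nM SUMO1 FRET substrate | Compound: 10 µM single point, 0.5% DMSO | Measured by: FRET fluorescence in CFP and YFP emission channels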
UBC13 inh: inhibitors of human UBC13 polyubiquitin chain formation; inhibition, % at 20 µM; TR-FRET; 330,000 tested, 0.47% active; in the data active = inhibition above about 45%, passing the limit was not always enough
Target sequence (P61088 whole entry, looked up): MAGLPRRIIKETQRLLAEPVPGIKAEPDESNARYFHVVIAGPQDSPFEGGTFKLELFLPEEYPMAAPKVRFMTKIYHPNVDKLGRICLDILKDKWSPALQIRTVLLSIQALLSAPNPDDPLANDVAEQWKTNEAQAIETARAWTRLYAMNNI
SENP8 block-2: blocks the human protease SENP8; Q96LD8; purified SENP8, Z-RLRGG-aminoluciferin cleavage, luminescence; inhibition, % at 10 µM; 330,000 tested, 1.2% active; AID 2540; in the data active = inhibition above about 50%
PfGluPho inh: PfG6PD (Plasmodium falciparum) enzyme inhibition; 350,000 tested, 0.78% active; inhibition, % at 20 µM; PfGluPho enzyme, NADPH resazurin-diaphorase fluorescence;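 active = inhibition reaching at least a set limit at 20 µM in the primary screen, cut at about 59% in these data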;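 also: 0% = DMSO wells with substrate and 100% = DMSO wells lacking glucose-6-phosphate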
beta cell repl: MIN6 beta-cell proliferation induction. MIN6 cells proliferation, ATPlite luminescence, 48 h; cells starved in 0.2% serum; 100% = growth in 10% serum. proliferation, % at 10 µM. 330,000 tested, 0.29% active. AID 2380;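 active = compounds whose signal lies at least 3.5 SD above the mean of all wells on their plate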;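 also: 0% = DMSO-treated cells in low-serum medium and 100% = 10% serum control; some compounds called inactive have numbers as strong as hits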
SENP7 block: inhibitors of human SENP7 protease; inhibition, % at 5 µM; 330,000 tested, 1.5% active; Q9BQF6; recombinant SENP7, Z-RLRGG-aminoluciferin luminescence, 40 min;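 active = inhibition above about 50% at the single test dose, limit read from the data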;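 also: plate controls were DMSO with enzyme for no effect and no enzyme buffer wells for full effect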
Target sequence (Q9BQF6 706-1050 limits assumed): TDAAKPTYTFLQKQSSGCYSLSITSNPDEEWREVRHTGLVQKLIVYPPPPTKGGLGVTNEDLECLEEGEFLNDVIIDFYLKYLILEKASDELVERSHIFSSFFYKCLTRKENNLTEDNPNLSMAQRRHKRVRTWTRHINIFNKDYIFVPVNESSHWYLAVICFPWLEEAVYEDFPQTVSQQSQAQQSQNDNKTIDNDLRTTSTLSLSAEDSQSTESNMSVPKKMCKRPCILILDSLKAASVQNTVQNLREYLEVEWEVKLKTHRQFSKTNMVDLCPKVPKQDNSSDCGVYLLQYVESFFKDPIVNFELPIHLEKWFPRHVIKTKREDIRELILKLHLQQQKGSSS
An asterisk follows results filed as active; . = no result given.

SMILES	HKDC1 inhibitor	SENP8 block-1	SENP6 block	SENP1 FRET inh	UBC13 inh	SENP8 block-2	PfGluPho inh	beta cell repl	SENP7 block
CCc1ccc(C2=NN(CCC(=O)NC3CC3)C(=O)CC2)cc1	.	.	-10.3	.	6.2	0.1	.	-0.1	7.9
COc1ccccc1CN1CCCC(N2CCN(c3ccc(F)cc3)CC2)C1 (stereo not drawn)	-6.5	7.6	9.8	13.3	1.8	3.2	-1.4	2.6	-0.1
Cn1c(Cc2cccc3ccccc23)nnc1SCC(=O)N1CCN(c2ccccc2)CC1	2.5	8.8	3.1	1.4	-1.2	-4.1	5.4	-0.8	-1.7
O=S(=O)(NCc1ccccc1)c1ccc(Br)c2nsnc12	4.1	29.9	11.8	11.1	-3.6	3.3	-2.8	0.5	4.4
CC1=C(C(=O)N2CCCC(N3CCN(c4ccccc4F)CC3)C2)OCCO1 (stereo not drawn)	1.0	3.7	-12.1	0.6	6.0	-2.4	4.4	1.7	-3.5
CC(C)Cn1c(=O)c2c(nc3n2CCCN3Cc2ccccc2)n(C)c1=O	2.7	-15.4	12.5	2.3	-3.5	2.2	-3.4	-5.0	-7.5
COc1ccc(NC(=O)c2ccc(S(=O)(=O)N3CCOCC3)cc2)c(OC)c1	-3.5	14.3	-4.5	1.5	-0.6	-3.2	-15.0	-0.1	-5.4
CCOC(=O)c1nnc2c(Br)c(-c3ccccc3)nn2c1C	6.6	6.9	-14.9	-0.3	-9.0	-10.2	8.5	-2.9	-6.2
COCCN(C(=O)CN1CCc2ccccc21)c1c(N)n(Cc2ccccc2)c(=O)[nH]c1=O	5.7	-88.9	-7.9	-57.4	-8.7	0.4	-0.1	-3.4	5.5
COc1cc(C(=O)OCC2CC(c3ccccc3)=NO2)cc(OC)c1OC (stereo not drawn)	-3.9	26.9	-10.2	3.7	-16.3	-1.3	-13.2	-1.4	-7.7
COc1ccc(-n2c(C)c([N+](=O)[O-])c3ccc(O)c(CN4CCCCC4)c32)cc1	3.3	28.1	-5.0	1.9	-5.2	0.8	10.8	-3.8	6.0
COC(=O)[C@@H](NCc1cccc(CN([C@H](C(=O)OC)C(C)C)S(C)(=O)=O)c1)C(C)C	-3.0	6.9	-1.1	-4.7	-2.6	-11.4	-4.1	-0.4	-15.4
Cc1cc(C)c2nc(C(F)(F)F)nc(NCCCN3CCOCC3)c2c1	0.8	12.6	1.7	0.3	3.0	4.4	4.4	-3.4	5.9
Clc1ccccc1-c1nc(N/N=C/c2cccnc2)c2ccccc2n1	0.6	-1.2	-11.9	-0.2	-2.1	-3.9	8.9	-1.5	6.6
COc1ccc(N2CCN(C(=O)CCCCCn3c(=O)[nH]c4ccsc4c3=O)CC2)cc1	-5.8	5.3	-16.4	-1.1	-7.9	-5.1	7.6	-3.0	3.6
O=C(CN1CCCC1)OCCCc1ccccc1	-9.9	14.8	-1.6	-1.4	3.1	-3.0	11.1	-0.2	-3.4
O=C1CCN(Cc2ccccc2)C=C1c1ccc(C(F)(F)F)cc1	0.3	-11.5	14.6	0.0	-9.8	-6.3	-0.7	-2.9	-4.8
O=C(O)c1cc(N2CCOCC2)nc2ccccc12	-4.0	-314.5	-4.6	-1.5	5.1	-10.0	11.3	-1.1	14.2
CCOc1ccc(OCC)c(NC(=O)c2ccc(CNc3c(N4CCCC4)c(=O)c3=O)cc2)c1	8.1	10.9	-4.8	0.7	4.1	-1.3	-6.1	-1.0	-5.7
CCN(CC)C(=O)CN(c1ccc(Cl)cc1)S(=O)(=O)c1ccccc1	-2.7	24.3	-9.1	0.6	-9.1	-8.7	-9.0	1.7	5.8
c1ccc(OCc2nn3c(-c4n[nH]c5c4CCC5)nnc3s2)cc1	-0.6	29.7	-16.8	0.1	1.7	4.7	-7.0	-2.2	0.9
CC(=O)c1ccc(N(C(=O)c2csnn2)C(C(=O)NC(C)(C)C)c2cccs2)cc1 (stereo not drawn)	2.6	0.2	0.7	-0.3	-5.7	-16.8	-9.7	-3.6	-9.4
O=c1cc(-c2ccccc2)nc(SCc2ccccc2)[nH]1	-3.6	20.0	-8.9	0.1	-5.6	2.1	-17.8	-0.6	1.9
CCCCN(C(=O)C1CSC2(C)CCC(=O)N12)c1c(N)n(CC(C)C)c(=O)[nH]c1=O (stereo not drawn)	-4.1	9.9	1.2	1.7	-1.3	3.7	9.4	0.6	0.5
C/C(=N\NC(=O)c1nnn(-c2nonc2N)c1-c1cccs1)c1ccncc1	-1.8	-13.6	6.8	0.8	1.4	-3.5	-1.9	-0.6	1.6
CSc1c(SCc2ccccc2)cnn(Cc2ccccc2)c1=O	-5.6	6.5	.	3.3	.	.	26.5	.	.
CCOc1[nH]n(-c2ccccc2)c(=O)c1C=Nc1ccccc1	6.1	16.5	-6.5	-0.6	5.0	-6.8	2.3	-0.9	-4.4
Cc1cc(N/C=C\c2nnnn2-c2ccc(F)cc2)no1	2.1	12.9	-8.1	0.1	14.1	-3.2	-4.7	-3.6	3.6
CN(C)Cc1c(-c2ccc(Cl)cc2)nc2ccccn12	-1.0	-107.7	5.2	-7.1	11.5	5.4	19.3	3.0	7.9
c1ccc(Cn2nnnc2C(c2cccnc2)N2CCN(c3ccccc3)CC2)cc1 (stereo not drawn)	-11.8	19.6	-11.4	0.1	-12.0	6.0	13.5	-3.5	4.3

Whole records from above. Values in the order: HKDC1 inhibitor, SENP8 block-1, SENP6 block, SENP1 FRET inh, UBC13 inh, SENP8 block-2, PfGluPho inh, beta cell repl, SENP7 block
Shown for Cc1cc(C)c2nc(C(F)(F)F)nc(NCCCN3CCOCC3)c2c1 = 0.8, 12.6, 1.7, 0.3, 3.0, 4.4, 4.4, -3.4, 5.9
Shown for O=S(=O)(NCc1ccccc1)c1ccc(Br)c2nsnc12 = 4.1, 29.9, 11.8, 11.1, -3.6, 3.3, -2.8, 0.5, 4.4
Shown for CCOc1ccc(OCC)c(NC(=O)c2ccc(CNc3c(N4CCCC4)c(=O)c3=O)cc2)c1 = 8.1, 10.9, -4.8, 0.7, 4.1, -1.3, -6.1, -1.0, -5.7

Next part:
SMILES	HKDC1 inhibitor	SENP8 block-1	SENP6 block	SENP1 FRET inh	UBC13 inh	SENP8 block-2	PfGluPho inh	beta cell repl	SENP7 block
Cc1ccc(CCN2CCN=C2Nc2ccccc2)cc1	-5.4	10.2	-6.1	1.3	9.7	1.4	-24.0	-0.6	-0.1
O=C1[C@H]2[C@@H](c3ccc(F)cc3)N3C(=O)N(c4ccc(Br)cc4)C(=O)[C@@]3(Cc3ccc(Cl)cc3)[C@H]2C(=O)N1C1CCCCC1	8.2	20.3	-4.0	1.2	-20.0	-2.8	3.2	-8.8	-7.0
Cc1ccc(C(=O)C2=C(O)C(=O)N(CC3CCCO3)C2c2ccccc2F)o1 (stereo not drawn)	-5.2	-9.5	-5.0	-4.4	-4.7	2.5	-2.5	1.7	5.4
O=C(Nc1ccc(Cc2ccncc2)cc1)C1CCC(N2C(=O)C3C4C=CC(C5CC45)C3C2=O)CC1 (stereo not drawn)	2.5	17.7	-1.7	-1.0	-7.9	-10.0	-4.2	-3.4	-3.5
Cc1cc(C)c(NC(=O)CNC(=O)c2ccc3c(=O)n4c(nc3c2)CCC4)c(C)c1	-9.0	-32.6	0.2	2.4	-22.2	-19.0	-11.8	-5.0	-7.1
CC1CCCCC1NC(=O)COC(=O)c1cc(=O)c2ccccc2o1 (stereo not drawn)	-8.0	3.7	0.7	2.7	8.9	1.0	9.7	-0.2	0.5
CC(C)(C)OC(=O)N1CCC[C@H]1c1nnc(SCc2cccc(Cl)c2)o1	0.2	11.6	2.0	1.3	-2.9	-6.5	6.0	0.3	-7.5
O=C(/C=C/c1ccco1)Oc1ccc(C(=S)N2CCOCC2)cc1	0.5	9.4	9.2	2.4	-8.3	-6.7	7.5	-4.7	-5.1
O=C(Nc1nnc(C(F)(F)F)s1)C1COc2ccccc2O1 (stereo not drawn)	-4.5	14.7	82.7*	3.2	-2.8	67.4*	8.1	0.4	64.3*
Cn1nc(-c2ccccc2)c(N2CCCCC2)cc1=O	12.2	6.6	-7.9	-0.2	15.2	-2.5	-15.8	-0.7	-9.2
O=C(CN(Cc1ccccc1)S(=O)(=O)c1ccc(F)cc1)NCc1ccccn1	-6.2	5.9	-1.8	0.4	-10.4	-2.8	21.9	-3.0	-2.1
Cc1cc(C(=O)COc2ccc([N+](=O)[O-])cc2)c(C)n1C1CC1	-5.1	13.9	-10.1	3.2	1.1	-3.6	8.5	-4.6	-8.6
CCC(NC(=O)Nc1ncccc1C)(C(F)(F)F)C(F)(F)F	-0.9	8.8	-19.1	0.8	-3.1	0.2	10.2	1.2	3.9
Cc1ccc(C(=O)Nc2ccccc2C(=O)N2CCOCC2)cc1[N+](=O)[O-]	-3.2	4.8	14.8	1.5	0.0	15.4	3.0	-0.7	10.0
CCOC(=O)C1C(C(=O)OCC)C1(c1ccccc1)c1ccccc1 (stereo not drawn)	-3.8	20.8	0.0	2.7	-14.3	3.1	-0.9	-1.4	1.5
Cc1nc2ccccc2nc1OCC(=O)N1CCN(c2ccccc2)CC1	-6.3	-54.8	0.0	7.5	-7.9	-1.2	2.3	-0.8	-5.7
COc1ccccc1CNC(=O)[C@@H]1CCCN1C(=O)[C@@H]1Cc2ccccc2CN1C(=O)OC(C)(C)C	3.7	3.3	-3.9	1.6	-5.2	-1.1	-29.2	-0.3	0.2
C[C@@H]1NC(=O)[C@H](CCC(=O)O)NC(=O)c2cc([N+](=O)[O-])cc(F)c2NCCC[C@@H](C(N)=O)NC1=O	-1.4	12.7	-3.6	1.2	-6.1	-5.0	4.4	0.4	0.9
Cc1ccccc1[C@@]1(C)ON(c2ccccc2C(F)(F)F)C1=O	-0.4	10.5	0.1	5.4	4.3	4.8	-2.4	-7.3	3.3
O=C(COc1ccc(Cl)cc1Cl)NNC(=O)c1cccnc1	-2.1	3.4	-9.8	-1.4	-2.6	-1.3	-1.7	-4.0	6.5
CCc1cccc(CC)c1NC(=O)/C(C#N)=C/c1ccccc1C(F)(F)F	14.0	14.3	12.1	1.1	4.6	3.5	13.3	-2.8	-2.8
COCCOc1ccc(C(F)(F)F)cc1NC(=O)c1ccc(C(F)(F)F)cc1	-2.9	-61.2	-2.8	2.3	17.7	-0.4	4.3	-3.5	5.4
CN(C)c1nc(N)nc(CSc2nnnn2-c2ccc(C(=O)O)cc2)n1	-10.6	5.0	1.1	1.6	9.4	-1.4	-7.7	0.0	3.0
Cc1occc1C(=O)Nc1cccc([N+](=O)[O-])c1	8.8	11.7	9.4	-1.5	10.6	0.9	2.6	-1.9	15.8
Fc1ccc(-c2nc3n(n2)Cc2ccccc2-3)cc1	5.7	19.1	99.8*	0.6	3.9	95.0*	45.1	-3.3	99.4*
